Screens as filed in PubChem.
PAFAH1B3 FP inh: blocks human PAF acetylhydrolase 1B catalytic subunit 3 | inhibition, % at 3.39 µM | recombinant PAFAH1B3, FP-rhodamine probe, fluorescence polarization | 340,000 compounds, 0.28% hits;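 active = inhibition above the screen-wide average of all tested compounds plus 3 SD, cut at about 25% in these data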;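 note: 0% = enzyme with DMSO only and 100% = wells lacking PAFAH1B3 protein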
PAFAH2 FP inh: inhibitors of human PAFAH2 | inhibition, % at 3.39 µM | recombinant PAFAH2, FP-rhodamine activity probe, fluorescence polarization | Q99487 | 340,000 compounds, 0.99% hits;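 active = inhibition above the mean over all tested compounds plus 3 SD, cut at about 30% in these data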;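 note: inhibitors block probe labeling of enzyme so polarization drops; 0% = enzyme with DMSO and 100% = wells lacking PAFAH2 protein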
LYPLA1 counter: LYPLA1 (human) inhibition in PME1 counter-screen | inhibition, % at 5.9 µM | 320,000 compounds, 0.16% hits | recombinant LYPLA1, FP-Rh probe fluorescence polarization | O75608;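 active = inhibition above the mean of all tested compounds plus 3 SD, set per campaign, cut at about 14% in these data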;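 note: inhibitors block serine hydrolase probe labeling of LYPLA1 so polarization falls; 0% = enzyme with DMSO and 100% = wells lacking LYPLA1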
Target sequence (O75608 whole entry, looked up): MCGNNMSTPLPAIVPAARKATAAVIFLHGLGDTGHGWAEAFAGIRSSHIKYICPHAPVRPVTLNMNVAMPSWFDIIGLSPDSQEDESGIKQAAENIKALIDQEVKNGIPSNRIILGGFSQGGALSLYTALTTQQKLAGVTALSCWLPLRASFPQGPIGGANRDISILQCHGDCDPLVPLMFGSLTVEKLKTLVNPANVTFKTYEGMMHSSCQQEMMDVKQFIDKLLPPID
PAFAH1B2 inh: blocks human PAF acetylhydrolase 1b catalytic subunit 2; P68402; recombinant PAFAH1B2, FP-rhodamine activity probe, fluorescence polarization; inhibition, % at 3.39 µM; 340,000 compounds, 1.2% hits;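 active = inhibition above the mean of all tested compounds plus 3 SD, cut at about 24% in these data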;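 note: 0% = enzyme with DMSO and 100% = wells lacking PAFAH1B2; many of its hits are not listed in these tables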
pPAFAH FP inh: pPAFAH (human) enzyme inhibition; Q13093; recombinant pPAFAH, FP-rhodamine probe fluorescence polarization; inhibition, % at 3.39 µM; 330,000 compounds, 1.5% hits;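 active = inhibition above the mean inhibition across the screen plus 3 SD, cut at about 25% in these data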;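 note: inhibitors block binding of the rhodamine activity-based probe so polarization drops; 0% = enzyme with DMSO and 100% = wells lacking pPAFAH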
Target sequence (Q13093 whole entry, looked up): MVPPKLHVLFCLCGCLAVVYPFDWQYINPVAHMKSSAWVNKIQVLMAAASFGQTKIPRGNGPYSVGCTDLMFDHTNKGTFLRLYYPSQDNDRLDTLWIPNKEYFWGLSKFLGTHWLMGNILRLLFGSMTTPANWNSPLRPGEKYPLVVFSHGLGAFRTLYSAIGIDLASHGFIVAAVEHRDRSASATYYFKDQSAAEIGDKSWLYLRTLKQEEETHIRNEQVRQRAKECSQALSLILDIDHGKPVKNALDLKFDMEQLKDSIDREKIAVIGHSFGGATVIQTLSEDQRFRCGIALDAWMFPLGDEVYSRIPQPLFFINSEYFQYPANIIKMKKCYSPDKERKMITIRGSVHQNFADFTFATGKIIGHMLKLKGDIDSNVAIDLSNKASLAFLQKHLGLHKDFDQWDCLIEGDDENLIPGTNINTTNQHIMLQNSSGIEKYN
EBNA-1 inhibitor: blocks EBNA-1 binding to DNA. EBNA-1 DNA binding, fluorescence polarization. inhibition, % at 14.8 µM. 300,000 compounds, 0.34% hits. AID 1950; in the data active = inhibition above about 28%
PREPL inhibitor: human PREPL enzyme inhibition. 320,000 compounds, 0.68% hits. inhibition, % at 5.96 µM. AID 2751. Q4J6C6. recombinant PREPL, fluorescence polarization activity-based probe; in the data active = inhibition above about 43%;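 note: 0% = enzyme with DMSO and 100% = wells lacking enzyme; many of its hits are not listed in these tables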
LYPLA2 counter: counter-screen for PME1 inhibitors: inhibitors of human LYPLA2; O95372; 320,000 compounds, 0.38% hits; inhibition, % at 5.9 µM; recombinant LYPLA2, FP-Rh probe fluorescence polarization;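 active = inhibition above the screen-wide mean plus 3 SD, limit set per campaign, cut at about 26% in these data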;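 note: 0% = LYPLA2 with DMSO and 100% = wells lacking LYPLA2 enzyme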
ZTA DNA inh: ZTA (EBV) inhibition in EBNA-1 counter-screen; P03206; ZTA-DNA binding, fluorescence polarization; inhibition, % at 11 µM; 320,000 compounds, 0.15% hits; in the data active = inhibition above about 33%
Target sequence (P03206 whole entry, looked up): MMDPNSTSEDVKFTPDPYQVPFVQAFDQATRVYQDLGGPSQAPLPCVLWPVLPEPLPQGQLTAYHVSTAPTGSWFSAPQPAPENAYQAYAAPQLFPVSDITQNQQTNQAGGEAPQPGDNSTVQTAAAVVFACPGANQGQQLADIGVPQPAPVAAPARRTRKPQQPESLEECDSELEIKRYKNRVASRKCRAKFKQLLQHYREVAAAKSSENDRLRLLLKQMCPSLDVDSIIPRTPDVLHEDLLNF
An asterisk follows results filed as active; . = not tested or not shown.

item	Molecule	PAFAH1B3 FP inh	PAFAH2 FP inh	LYPLA1 counter	PAFAH1B2 inh	pPAFAH FP inh	EBNA-1 inhibitor	PREPL inhibitor	LYPLA2 counter	ZTA DNA inh
1	NC(=S)Nc1ccc(Cl)cc1Cl	7	-7	-1	4	-2	12	9	9	-9
2	CC[C@@H]1CC=C[C@H]2[C@H]1C(=O)N(Cc1ccccc1)[C@H]2c1ccoc1	0	3	-1	3	2	6	13	-5	-8
3	CCSc1nc2c(c(=O)[nH]1)C(c1cccnc1)C(C(=O)OC(C)C)=C(C)N2 (centres undefined)	0	0	-2	17	0	-8	9	-3	5
4	O=S(=O)(NC1CC1)c1ccccc1	11	0	-1	9	4	-3	-4	1	-2
5	Cc1cccc2c1Sc1ccc(Cl)cc1CC2N1CCNCC1 (centres undefined)	.	.	1	.	-3	7	-6	5	-6
6	CCOC(=O)c1nnc(-c2ccccc2)nc1Oc1ccccc1Cl	0	16	-2	4	-2	2	-2	-4	11
7	O=C(CN1CCN(c2ccc(O)cc2)CC1)Nc1cc(S(=O)(=O)N2CCCCC2)ccc1Cl	1	12	2	0	14	-17	17	2	-4
8	Cc1cccc(NC(=S)N2CCn3cccc3C2c2cccnc2)c1 (centres undefined)	6	-3	1	-1	6	4	1	0	-16
9	CCn1c(NC(=O)c2nn(C)cc2Br)nc2ccccc21	-3	7	-4	0	-5	-10	8	-5	-9
10	CC(=O)N(Cc1ccc(Br)cc1)c1cccc(C)c1C	-3	-1	-1	3	-3	-14	-1	-5	-12
11	COc1ccc2[nH]c3c(c2c1)CCN1C(=O)C(CC(=O)NCc2cccc(C(F)(F)F)c2)C[C@H](C(=O)N(C(C)C)C(C)C)[C@@]31C (some centres undefined)	8	4	.	5	3	.	.	.	.
12	COc1ccccc1NC(=O)C1=C(C)Nc2ncnn2C1c1ccc(C)o1 (centres undefined)	3	9	0	1	-1	1	6	1	-2
13	CN(C)c1ccc(C2C3CCCc4ccccc4C3=NN2C)cc1 (centres undefined)	13	-4	1	7	12	-5	5	3	12
14	O=C(NC(O)C(=O)c1ccccc1)c1ccccn1 (centres undefined)	4	-6	-1	3	-2	3	12	3	-5
15	CCC(C(=O)OC)n1cnc2c(nnn2-c2cccc(OC)c2)c1=O (centres undefined)	2	1	1	-7	3	-6	-1	6	4
16	Cc1ccc(C(c2c(C)n(C)n(-c3ccccc3)c2=O)c2c(C)n(C)n(-c3ccccc3)c2=O)s1	7	23	4	3	6	-5	3	-4	7
17	CCC(C(=O)O)N1C(=O)/C(=C/c2cccn2C)SC1=S (centres undefined)	3	0	1	4	0	0	-6	6	5
18	CCc1ccccc1NC(=O)c1cnc2n(c1=O)CCS2	5	2	1	7	-7	-6	15	9	-1
19	COc1ccccc1NS(=O)(=O)c1cccc(C(=O)NN)c1	10	3	-3	7	6	-3	7	2	-1
20	CCN(CC)c1ccc(/C=N/Nc2nc(C)cc(C)n2)c(O)c1	-3	-7	0	4	3	5	4	3	-13

In another format: 2 of the compounds above
8: Cc1cccc(NC(=S)N2CCn3cccc3C2c2cccnc2)c1 (centres undefined)
- PAFAH1B3 FP inh = 6
- PAFAH2 FP inh = -3
- LYPLA1 counter = 1
- PAFAH1B2 inh = -1
- pPAFAH FP inh = 6
- EBNA-1 inhibitor = 4
- PREPL inhibitor = 1
- LYPLA2 counter = 0
- ZTA DNA inh = -16
20: CCN(CC)c1ccc(/C=N/Nc2nc(C)cc(C)n2)c(O)c1
- PAFAH1B3 FP inh = -3
- PAFAH2 FP inh = -7
- LYPLA1 counter = 0
- PAFAH1B2 inh = 4
- pPAFAH FP inh = 3
- EBNA-1 inhibitor = 5
- PREPL inhibitor = 4
- LYPLA2 counter = 3
- ZTA DNA inh = -13

The list continues:
item	Molecule	PAFAH1B3 FP inh	PAFAH2 FP inh	LYPLA1 counter	PAFAH1B2 inh	pPAFAH FP inh	EBNA-1 inhibitor	PREPL inhibitor	LYPLA2 counter	ZTA DNA inh
21	NC(=O)c1cc[n+](CC(=O)NC(=O)Nc2ccccc2)cc1	10	-3	3	4	0	.	9	2	-7
22	CC1(c2nnc(Cc3ccccc3)o2)CC(c2ccc(C#N)cc2)=NO1 (centres undefined)	6	-2	1	2	1	5	-52	-1	3
23	Cc1cccc(NC(=O)CSc2nc3[nH]c(=O)cc(O)c3s2)c1	25	2	-12	6	20	.	4	-7	-6
24	CCOC(=O)CNC(=S)N(Cc1ccccc1)Cc1cccs1	-2	3	-1	1	2	0	14	1	-10
25	Cn1c(=O)c(C(=O)NCc2ccccc2)c(O)c2ccccc21	-3	-1	-1	5	7	-6	-4	-2	-5
26	COc1ccc(N2CCN(C(CNS(=O)(=O)c3ccccc3)c3ccccc3)CC2)cc1 (centres undefined)	5	2	0	-2	13	1	15	3	-8
27	O=C(NC(=S)Nc1ncc(Br)cc1Br)c1ccccc1	-3	-5	5	-4	6	1	4	6	-26
28	Cc1ccc(-n2ccnc2SCC(=O)c2c(N)n(C3CC3)c(=O)[nH]c2=O)cc1C	6	1	-2	7	0	.	17	-2	-15
29	Cc1occc1C(=O)Nc1ccccc1C#N	0	-3	-2	1	-2	-5	10	1	-4
30	CC(CCc1ccccc1)NC(=O)COC(=O)c1ccccc1O (centres undefined)	7	-3	-1	7	5	0	-63	0	-6
31	O=C(Nc1ccccc1)OCc1cn(-c2ccc(Cl)cc2)nn1	-5	0	-2	-2	-1	6	-4	2	13
32	CCS(=O)(=O)C1=NSC2=NC(=O)/C(=C\c3ccc(OC(=O)c4ccco4)cc3)C(=N)N21	9	2	2	6	0	-11	32	6	-10
33	CN(CCC1CCOCC1)Cc1cn[nH]c1-c1ccc(-c2ccccc2)cc1	-7	0	-2	5	2	-4	34	-4	10
34	CCC(=O)N1CCc2cc(OC)c(OC)cc2C1COc1ccc(OC)cc1 (centres undefined)	-2	-7	1	-1	0	5	4	12	-15
35	COc1ccc(OCC(=O)N2N=C(C)CC2(O)C(F)(F)F)cc1 (centres undefined)	-1	2	-2	-2	-3	-11	7	-6	-16
36	O=C(O)CC1(CC(=O)Nc2ccccc2Br)CCCC1	3	2	3	1	6	-1	18	5	-12
37	Cc1ccc(CNC(=O)C2CCCN(S(=O)(=O)c3c(C)n[nH]c3C)C2)cc1 (centres undefined)	9	-3	4	7	-1	11	10	2	2
38	Cc1cccc(C)c1NC(=O)CN(C)CC(=O)Nc1ccccc1Oc1ccccc1	2	7	-4	-1	4	-14	4	7	-17
39	Cc1ccc(CNC(=O)CCS(=O)(=O)Cc2ccc(C)cc2)cc1	4	4	-3	6	7	-6	7	-7	-10
40	CCOC(=O)N1CCN(S(=O)(=O)c2cc(Cl)ccc2Cl)CC1	0	11	-1	3	6	-5	11	-5	6
41	Cc1ccc(NC(=O)/C=C/c2cccs2)c([N+](=O)[O-])c1	-4	-3	-1	3	7	5	8	5	3
42	CCc1cccc(CN2CCC(CNC(=O)Nc3ccc(Cl)cc3)CC2)c1	2	-1	-2	4	-1	-2	6	-4	1
43	COc1ccccc1NC(=O)C1=C(C)NC2=C(C(=O)CC(c3ccc(OC)c(OC)c3)C2)C1c1coc2ccccc2c1=O (centres undefined)	5	2	-5	-1	1	8	7	-9	0
44	Cc1ccc(-c2nc3sc4c(c3c(=O)n2N)CC(C)(C)OC4)cc1	5	-3	1	2	4	-2	-4	1	-1
45	COc1ccc2nc(N(CCN(C)C)C(=O)c3ccc4c(c3)OCCO4)sc2c1	2	-4	-2	-2	0	2	1	-5	-9
46	CC1CC1C(=O)N1CCN(S(=O)(=O)c2cc(C(F)(F)F)cc(C(F)(F)F)c2)CC1 (centres undefined)	9	2	0	5	2	.	14	10	-9
47	COc1ccccc1NC(=O)CCn1c(=O)sc2ccccc21	9	11	0	6	3	-1	18	4	-16
48	COCCSc1nc(N)c(NC(=O)c2ccco2)c(=O)[nH]1	1	-3	0	-1	0	6	-5	9	11
49	Cc1cc(C)cc(N2C(=O)CC(Sc3nnnn3-c3ccccc3)C2=O)c1 (centres undefined)	-3	0	0	-3	6	2	2	6	2
50	CCOc1ccc2[nH]c(=O)c(C(c3nnnn3Cc3ccco3)N3CCCC(C)C3)cc2c1 (centres undefined)	5	0	-4	-1	14	-9	6	0	-5
51	CCOC(=O)c1cnc(-n2cc(C)cn2)nc1Nc1ccccc1OC	2	5	-1	5	0	-4	-2	-4	5
52	CCn1c2ccccc2c2cc(NC(=O)c3ccco3)ccc21	1	11	-1	5	18	7	39	2	4
53	CCC(=O)OC1(C)C(=O)C2=COC(c3ccc(OC)cc3)=CC2=C(Br)C1=O (centres undefined)	14	6	2	6	12	0	1	-1	-3
54	Cc1[nH]c2ccccc2c1C(=O)CN1CCN(C/C=C/c2ccccc2)CC1	4	-10	31*	6	-1	-1	12	56*	-24
55	Cc1ccc(C(=O)c2cccc(N)c2)cc1C	7	2	-1	4	-1	-3	-87	-4	-18
56	CCN(CC)S(=O)(=O)c1ccc(/C=C/C(=O)Nc2ccc(F)cc2F)cc1	1	-6	-4	-1	-1	5	0	-7	-13
57	CCOc1cc(CN2CCC(n3nccc3NC(=O)C3CC3)CC2)ccc1O	13	0	5	3	5	9	13	2	9
58	Cc1ccc2nc(NCc3ccco3)c(C=NCc3ccco3)c(=O)n2c1	-2	9	0	4	13	-3	10	32*	-2
59	COCCN(C(=O)CSc1n[nH]c(-c2ccccc2)n1)c1c(N)n(CC(C)C)c(=O)[nH]c1=O	10	7	-3	2	-3	-8	1	-6	-3
60	CC(C)=N/N=C1\NC(=O)C(C)S1 (centres undefined)	-4	-7	2	2	6	0	-2	5	-1
61	CC(C)Cn1cc(C(=O)NCCCN2CCC(C)CC2)c2c3ccccc3n(C)c2c1=O	-1	-2	-2	2	1	4	-6	6	-12

Sorted by count of non-hydrogen atoms (rising): some entries from above
item	Molecule	PAFAH1B3 FP inh	PAFAH2 FP inh	LYPLA1 counter	PAFAH1B2 inh	pPAFAH FP inh	EBNA-1 inhibitor	PREPL inhibitor	LYPLA2 counter	ZTA DNA inh
60	CC(C)=N/N=C1\NC(=O)C(C)S1 (centres undefined)	-4	-7	2	2	6	0	-2	5	-1
52	CCn1c2ccccc2c2cc(NC(=O)c3ccco3)ccc21	1	11	-1	5	18	7	39	2	4
58	Cc1ccc2nc(NCc3ccco3)c(C=NCc3ccco3)c(=O)n2c1	-2	9	0	4	13	-3	10	32*	-2
57	CCOc1cc(CN2CCC(n3nccc3NC(=O)C3CC3)CC2)ccc1O	13	0	5	3	5	9	13	2	9
50	CCOc1ccc2[nH]c(=O)c(C(c3nnnn3Cc3ccco3)N3CCCC(C)C3)cc2c1 (centres undefined)	5	0	-4	-1	14	-9	6	0	-5
43	COc1ccccc1NC(=O)C1=C(C)NC2=C(C(=O)CC(c3ccc(OC)c(OC)c3)C2)C1c1coc2ccccc2c1=O (centres undefined)	5	2	-5	-1	1	8	7	-9	0

An excerpt; rates above refer to the full screens.
